Assay outcomes: PubChem BioAssay, Fisher Drug Discovery Resource Center
NPYLR7 agonist: activates Aedes aegypti NPYLR7 receptor; HEK293T NPYLR7/Galpha15, GCaMP6s calcium fluorescence; activation, % at 10 µM; 0.15% of 270,000 active; AID 1259423; in the data active = activation above about 40%;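 note: 0% = vehicle and 100% = reference agonist at the receptor; some compounds past the cut are filed as inactive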
mcGAS inh: inhibitors of mouse cGAS | recombinant cGAS, Kinase-Glo ATP depletion luminescence | inhibition, % at 12.5 µM | 0.15% of 160,000 active;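 note: 0% = negative control wells and 100% = reference inhibitor with no enzyme activity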
hcGAS inh: blocks human cGAS activity; 0.081% of 290,000 active; Q8N884; inhibition, % at 12.5 µM; AID 1259398; recombinant h-cGAS, ATP depletion, Kinase-Glo luminescence;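 note: 0% = vehicle reaction and 100% = reaction without DNA for no activity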
Target sequence (Q8N884 whole entry, looked up): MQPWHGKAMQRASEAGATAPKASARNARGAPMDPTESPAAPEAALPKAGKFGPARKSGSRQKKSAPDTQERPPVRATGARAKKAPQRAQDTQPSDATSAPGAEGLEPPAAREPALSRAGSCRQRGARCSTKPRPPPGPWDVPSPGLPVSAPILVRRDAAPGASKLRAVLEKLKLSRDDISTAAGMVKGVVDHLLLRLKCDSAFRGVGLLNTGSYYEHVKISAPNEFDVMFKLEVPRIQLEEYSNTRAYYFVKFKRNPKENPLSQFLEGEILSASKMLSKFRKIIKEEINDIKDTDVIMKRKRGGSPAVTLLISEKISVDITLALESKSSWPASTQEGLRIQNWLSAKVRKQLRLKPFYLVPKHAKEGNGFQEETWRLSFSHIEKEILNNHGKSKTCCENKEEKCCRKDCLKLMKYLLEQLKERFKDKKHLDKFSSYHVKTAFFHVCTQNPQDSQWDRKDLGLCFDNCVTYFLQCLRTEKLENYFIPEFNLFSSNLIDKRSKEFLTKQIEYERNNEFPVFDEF
* hit, by the source's call; . = no result given; & = joins results of further samples. Cut-off read from the data, not from the text of the source, unless noted: active = inhibition above about 40%; inactive = the rest.

SMILES | NPYLR7 agonist | mcGAS inh | hcGAS inh
CCOCCCN(CC(=O)N(Cc1ccc2c(c1)OCO2)Cc1ccco1)C(=O)c1cccc([N+](=O)[O-])c1 | -2 | -5 | -3
O=C(NCCCN1CCOCC1)C(C1CCCC1)N1CCN(C(=O)c2ccc3c(c2)OCO3)CC1 (stereo not drawn) | -2 | -4 | -3
COc1cc(F)ccc1S(=O)(=O)N1CCN(C23CC4CC(CC(C4)C2)C3)CC1 | -5 | . | 2
Cc1ccccc1OCCCN(C)c1nc(-c2cccnc2)nc2c1CNC2 | 8 | . | -1
O=C(c1cc(S(=O)(=O)N2CCC(OCCN3CCCCC3)C2)c[nH]1)N1CCCC1 (stereo not drawn) | 0 | . | -2
COC(=O)c1ccc(C(=O)N2CCNC(=O)C2Cc2ccccc2)cc1 (stereo not drawn) | 0 | -12 | -6
CCc1cc2c(N3CCCCC3)ncnc2s1 | 1 | -7 | -7
CN1CCN(c2nc(-c3ccc(Cl)s3)cs2)CC1 | -3 | . | 7
O=C1CCc2cc(-c3csc(=Nc4ccccc4F)n3CCCn3ccnc3)ccc2N1 | -8 | . | -8
FC(F)(F)c1cnc(N2CCCC(c3ccn[nH]3)C2)c(Cl)c1 (stereo not drawn) | 3 | -6 | -7
O=C(NC(c1ccc(Cl)cc1)c1ccsc1)C1CCN(CCOc2ccc(Cl)cc2)CC1 (stereo not drawn) | 6 | -4 | -7
S=c1nc(-c2ccc(Cl)cc2Cl)[nH][nH]1 | 3 | . | 0
CC(C)C(C)(C#N)NC(=O)CSc1ncnc2sc3c(c12)CCC3 (stereo not drawn) | 5 | -3 | -3
Cc1nn(-c2ccccc2)c2nc(Cc3ccccc3)nc(N3CCCN(C(=O)Nc4ccc(C#N)cc4)CC3)c12 | -1 | -3 | -6
CC(C)CN(Cc1cccc(OS(=O)(=O)c2cccc(C(F)(F)F)c2)c1)C(=O)Nc1c(Cl)cccc1Cl | -3 | -4 | -12
O=C(O)CCCCCN1C(=O)/C(=C/c2ccc(Cl)cc2)SC1=S | -4 | -3 | 14
CCOC(=O)C1=C(C)N=c2s/c(=C/c3ccc4c(c3)OCO4)c(=O)n2C1c1ccccc1F (stereo not drawn) | 1 | -4 | -2
Cc1ccc(CN2CCN(Cc3ccncc3)CC2CCO)o1 (stereo not drawn) | 5 | . | -5
CCOC(=O)c1ccc(NC(=O)N2CCc3cc(OC)c(OC)cc3C2c2c(F)cccc2Cl)cc1 (stereo not drawn) | 9 | 3 | 5
O=S(=O)(c1cccs1)N1CCN(c2ncnc3c2nnn3-c2cccc(F)c2)CC1 | -9 | -2 | -2
COc1ccc(C)cc1S(=O)(=O)Nc1ccc(Br)cc1C(=O)NCc1ccccc1 | 25 | -5 | -5
CC(=O)Oc1cccc2ccc(/C=C/c3cn(C(C)=O)nc3-c3ccccc3)nc12 | 0 | . | -5
C=C(C)Cn1c(SCCN2CCOCC2)nc2c1c(=O)[nH]c(=O)n2C | 4 | -4 | 3
CCCn1nnc(NC(=O)c2ccc(Br)o2)n1 | -1 | -1 | -2
O=C(c1ccc(SCc2ccccc2)nc1)N1CCOCC1 | -4 | -1 | 0
Cc1cccc(CNC(=O)c2ccc(-c3ccc(Oc4ccccc4)cc3)s2)c1 | 15 | -5 | -5
Cc1cc(C(=O)Nc2ccc(N3CCOCC3)nc2)c(C)n1Cc1ccco1 | 15 | -17 | -12
Cc1cc2n(n1)CC(CNC1CC(C)(C)Cc3oc(C)cc31)CN2 (stereo not drawn) | 0 | . | -7
COc1ccc(CCN2CCCC(CN(C)Cc3ccon3)C2)cc1 (stereo not drawn) | 2 | . | -1
Cc1cc(C)c(Cn2ccnc2CN(CC(C)C)C(=O)C2CC2)c(C)c1 | 2 | -2 | 6
O=C(OCC1CCCO1)c1c(Cl)cccc1Cl (stereo not drawn) | 1 | . | -6
CCOC(=O)c1c(C2CC2)csc1NC(=O)COC(=O)C1=COCCO1 | 3 | . | -10
CC(=O)Nc1cccc(NC(=O)CSc2nc(-c3ccccc3)nc3c2c(=O)n(C)c(=O)n3C)c1 | -3 | -9 | -10
Cc1cnn(Cc2cccc(Cl)c2)c1NC(=O)C1COCCO1 (stereo not drawn) | 0 | -11 | -4
CCCCCCSC1=C(C#N)C2(CCCCC2)C(C#N)C(=O)N1 (stereo not drawn) | 0 | -4 | -6
Cn1nc(C(=O)NNC(=O)c2cccc3ccccc23)c2ccccc2c1=O | 5 | . | -9
COCOc1ccc(-c2cc(-c3cccc(C(F)(F)F)c3)cnc2N)cc1 | 3 | -4 | -2
CCn1c(SCc2cc(=O)n3c(C)cccc3n2)nnc1-c1ccco1 | -15 | . | 5
O=C1C(Cl)=C(Nc2cccc(C(F)(F)F)c2)C(=O)N1Cc1cccc(Cl)c1 | 19 | . | -11
Cc1cnc2c(C(=O)NC3CC(=O)N(CCc4ccc(F)cc4)C3)cnn2c1 (stereo not drawn) | 4 | . | -3
CCOCCNC(=O)c1ccc(NC(=O)N2CCCCC2)c(F)c1 | 0 | -14 | -5
CCn1nnc2cc(C(=O)N(C)CC(=O)Nc3ccc(OC(F)(F)F)cc3)ccc21 | 3 | -8 | -4
O=c1cc(CN2CCC3(CC2)OCCO3)c2cc(O)ccc2o1 | -2 | -4 | 0
OCc1cc(N2CCN(Cc3cc(Cl)ccc3O)CC2)ccn1 | 22 | -13 | -9
CCn1c2ccccc2c2cc(CN3CCC4(CC3)Nc3ccccc3C(=O)N4OC)ccc21 | 2 | . | -9
O=c1[nH]c(SCCO)nc2sc3c(c12)CCCC3 | 40* | -6 | -1
O=C1c2cccc(O)c2CCN1Cc1ccc(Br)cc1 | -4 | . | -9
Cc1ccc(NC(=O)N(C)Cc2ccc(O)cc2)cc1F | -1 | -8 | -15
CN(CC(=O)O)C1CCS(=O)(=O)C1 (stereo not drawn) | -2 | -5 | -5
CC(C)n1c2c(=O)n(C)c(=O)n(C)c2n2c(-c3c(F)cccc3Cl)nnc12 | 7 | . | -2
Cc1cnc(N)nc1N1CCC2(CC1)OCCCC2O (stereo not drawn) | . | -5 | -7
C[C@@H]1C[C@H]2[C@@H]3C[C@H](F)C4=CC(=O)C=C[C@]4(C)[C@@]3(Cl)[C@@H](O)C[C@]2(C)[C@H]1C(=O)COC(=O)C(C)(C)C | 33 | . | -3
COc1coc(COC(=O)c2ccc(F)cc2)cc1=O | 1 | -10 | -4
COc1ccc(-n2c(SCc3ccc(C(=O)NC4CC4)cc3)nnc2-c2cccs2)cc1 | 20 | -7 | -4
CCn1nc(C)cc1C(=O)NCCn1c(C)cc(C)nc1=O | -5 | . | -3
Cc1ccccc1C(=O)N1CCCC(N2CCN(c3ccccc3C)CC2)C1 (stereo not drawn) | 3 | . | -9
COc1cc(C(O)c2nc(-c3cnn(C)c3)cs2)ccc1F (stereo not drawn) | 7 | . | -7
C=CCn1c(N2CCN(Cc3cccc(Cl)c3)CC2)nc2c1c(=O)[nH]c(=O)n2C | 4 | . | -10
CCCCOc1ccc(C(=O)Nn2cnc3c(cnn3-c3ccc(C)c(C)c3)c2=O)cc1 | 3 | . | -7
Cc1cccc(N(C)C(=O)c2cc(S(C)(=O)=O)ccc2F)c1 | 6 | -3 | 5

Pulled by structure from above:
SMILES | NPYLR7 agonist | mcGAS inh | hcGAS inh
O=C(c1ccc(SCc2ccccc2)nc1)N1CCOCC1 | -4 | -1 | 0
O=C(c1cc(S(=O)(=O)N2CCC(OCCN3CCCCC3)C2)c[nH]1)N1CCCC1 (stereo not drawn) | 0 | . | -2
C=C(C)Cn1c(SCCN2CCOCC2)nc2c1c(=O)[nH]c(=O)n2C | 4 | -4 | 3
Cn1nc(C(=O)NNC(=O)c2cccc3ccccc23)c2ccccc2c1=O | 5 | . | -9
O=c1[nH]c(SCCO)nc2sc3c(c12)CCCC3 | 40* | -6 | -1

The list continues:
SMILES | NPYLR7 agonist | mcGAS inh | hcGAS inh
O=C(NCCc1ccccn1)c1cc2n(n1)CCN(Cc1cccc(F)c1)C2=O | -2 | -3 | -1
CCOC(=O)c1ccc(N=CN(C)C)o1 | -5 | . | -8
Cc1sc2nc(SC3C=CCCC3)[nH]c(=O)c2c1C (stereo not drawn) | 4 | . | 0
CCN(C(=O)CN1C(=O)C(C)Oc2ccccc21)c1ccc(C)cc1C (stereo not drawn) | 0 | . | -6
CCn1c(CC2CCNCC2)nn(CC2CC(c3ccccc3)=NO2)c1=O (stereo not drawn) | 0 | . | -2
Cc1cccc(-n2ccn(CC(N)=O)c(=O)c2=O)c1C | 19 | . | 1
N#Cc1cccc(C(=O)N2CCN(c3nccc(-c4ccco4)n3)CC2)c1 | -7 | -6 | -8
CC(NC(=O)c1cc2c(=O)n(C)c(=O)n(C)c2n1Cc1ccccc1)c1ccccc1 (stereo not drawn) | 16 | -11 | -6
CNC(=O)CN(C(=O)NC1CCCCC1)[C@H]1[C@H](O)[C@@H]2O[C@H]1c1ccccc12 | 4 | -2 | 1
O=C1CC(NCc2ccc3c(c2)OCCO3)CN1C1Cc2ccccc2C1 (stereo not drawn) | 2 | . | -4
CCCNC(=O)CN1CCN(c2ccc(C(F)(F)F)cn2)CC1 | 2 | . | -5
COc1cc(C#N)ccc1OCC(=O)NCC1(c2ccc3c(c2)OCCO3)CCCC1 | 4 | . | -6
Cc1ccccc1-n1c(Cc2ccccc2)nnc1SCc1cccc(C(F)(F)F)c1 | 1 | -8 | -6
CCCC(=O)OCC(O)CN(Cc1nc2sc(C(=O)OCC)c(C)c2c(=O)[nH]1)C1CCCCC1 (stereo not drawn) | 6 | -3 | -4
NCCC1CN(c2nc(-c3ccccc3)nc3c2CCNC3)CCO1 (stereo not drawn) | -1 | 1 | 2

Reprinted from the part before: 5 compounds; new compounds follow.
SMILES | NPYLR7 agonist | mcGAS inh | hcGAS inh
CCCNC(=O)CN1CCN(c2ccc(C(F)(F)F)cn2)CC1 | 2 | . | -5
COc1cc(C#N)ccc1OCC(=O)NCC1(c2ccc3c(c2)OCCO3)CCCC1 | 4 | . | -6
Cc1ccccc1-n1c(Cc2ccccc2)nnc1SCc1cccc(C(F)(F)F)c1 | 1 | -8 | -6
CCCC(=O)OCC(O)CN(Cc1nc2sc(C(=O)OCC)c(C)c2c(=O)[nH]1)C1CCCCC1 (stereo not drawn) | 6 | -3 | -4
NCCC1CN(c2nc(-c3ccccc3)nc3c2CCNC3)CCO1 (stereo not drawn) | -1 | 1 | 2
COc1cccc(-c2nc3c(C)cccn3c2NC(C)(C)CC(C)(C)C)c1 | -11 | -4 | -5
COc1cc(C(=O)N2CCN(c3ncccc3NC(=O)c3ccc4c(c3)OCO4)CC2)cc(Cl)n1 | -4 | -5 | -2
COc1ccc(S(=O)(=O)NCC2CCCN(C(=O)c3ocnc3C)C2)cc1 (stereo not drawn) | 8 | . | 2
CC(C)(C)C1CCC(NC(=O)c2ccc(-n3nc(-c4cccc(Cl)c4)cc3N)cc2)CC1 (stereo not drawn) | -7 | -4 | -9
CC(C)CCNC(=O)C1(C)CCC(=O)N1CCCN1CCOCC1 (stereo not drawn) | . | -4 | -8
C=CCN(Cc1ccccc1OC)C(=O)C/C=C/C | 8 | . | -8
Cc1ccc(C2c3ccsc3CCN2C(=O)CN(C(=O)c2ccc(Br)cc2)C2CC2)cc1 (stereo not drawn) | 0 | -4 | -3
O=C(Cn1ccccc1=O)NC1CCN(c2cccc(Cl)c2)C1=O (stereo not drawn) | -2 | -11 | -6
Cc1cc(NC(=O)N(C)C2CCCCC2C)ccc1N(C)C (stereo not drawn) | -4&-10 | . | -11&-7
CCOC(C)c1noc(C23CC4CC(CC(NC(C)=O)(C4)C2)C3)n1 (stereo not drawn) | 11 | . | -7
CCN1CCN(c2cc(C)nc3c4c(C)cc(C)nc4nn23)CC1 | 0 | -9 | -7
CC(CCn1cccn1)N1CCc2onc(-c3ccc4c(c3)OCO4)c2C1 (stereo not drawn) | 2 | . | -10
CCCc1cc(Nc2ccncc2)n2nc(C)c(-c3ccccc3)c2n1 | 2 | 1 | 7
O=[N+]([O-])c1ccc(-c2nc(-c3ccc(F)cc3)c(-c3ccncc3)[nH]2)cc1 | -8 | 1 | 3
CCCCC(CC)C(=O)Nc1ccc(-c2cccc(-c3cccc(OC)c3)n2)cc1 (stereo not drawn) | -4 | -6 | -5

Overlap with the part before: two compounds, followed by the next part.
SMILES | NPYLR7 agonist | mcGAS inh | hcGAS inh
O=[N+]([O-])c1ccc(-c2nc(-c3ccc(F)cc3)c(-c3ccncc3)[nH]2)cc1 | -8 | 1 | 3
CCCCC(CC)C(=O)Nc1ccc(-c2cccc(-c3cccc(OC)c3)n2)cc1 (stereo not drawn) | -4 | -6 | -5
CS(=O)(=O)NC1CCN(CCOCc2ccccc2)CC1 | 20 | -18 | -3
COc1ccc(-n2c(SCc3ccc(C(=O)NCc4ccc(F)cc4)cc3)nnc2-c2ccco2)cc1 | 22 | -3 | -13
CCC(c1nc2ccccc2c(=O)n1-c1ccc(Br)cc1)N(Cc1ccccc1)C(=O)NC12CC3CC(CC(C3)C1)C2 (stereo not drawn) | . | -4 | -2
Cc1ccnc(Nc2ccc(NCCNC(=O)/C=C/c3ccccc3)nn2)c1 | 9 | . | -11
COc1ccc(C(=O)Nc2c(C)nc3c(C)cccn3c2=O)cc1 | 3 | . | -11
CN=C1SC(CC(=O)NCCCOC)C(=O)N1C (stereo not drawn) | 6 | -4 | 0
COc1ccc(OCCC(=O)Nc2ccc(Br)cc2C)cc1 | 17 | -16 | -11
CC(=O)N1CCN(C2CN(C(C)c3ccc(C#N)cc3)CC2C)CC1 (stereo not drawn) | 4 | . | -3
Cc1cc(C)nc(SCc2cc(=O)c(OC(=O)c3ccc(C(C)(C)C)cc3)co2)n1 | -21 | -1 | -2
O=C(c1cn(Cc2cccc3ccccc23)nn1)N(CCO)Cc1ccccc1 | -9 | -2 | -2
O=C(NNc1nc(-c2ccccc2)c2cc(Br)ccc2n1)c1ccc(-c2ccccc2)cc1 | 1 | 0 | 0

This is a random part of the collection. About 0.29% of those tested had a hit in this group.
